# KB-V1 MDR tox: qHTS assay for MDR1-selective chemotherapeutics: Primary screen using the drug-selected MDR subline cells KB-V1; KB-V1 MDR cells viability, CellTiter-Glo, 72 h; Potency, µM (top dose mostly 46.1 µM), inactives show at the top dose activity change, negative = cytotoxicity, most hits filed as cytotoxic; actives 3.4% (n = 400,000); AID 1347076, 2019; further: potency means the concentration at half of the fitted maximal effect; on the % scale 0 is the no-effect control and ±100 the full control effect; nearly all actives have a fitted effect of over 60% in size
#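 Readout: CellTiter-Glo luminescence, 10 min after addition. Cells: KB-V1 MDR subline, 72 h at 37 degrees C with compound. Analysis: corrected, normalized data fitted to concentration-effect curves.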
# SW480 rereplic: A quantitative high throughput screen for small molecules that induce DNA re-replication in SW480 colon adenocarcinoma cells. SW480 DNA re-replication, Hoechst DNA content imaging, 48 h. Potency, µM (titrated, usually from 46.1 µM), for inactives: at the highest dose re-replication activation, most hits filed as activators. actives 1.8% (n = 340,000); further: potency means the concentration at half of the fitted maximal effect; % of control where 0% means no effect; nearly all actives have a fitted effect of over 55% in size
#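 First, 250 cells per well were seeded. Next, compound or vehicle (23 nL) was pinned in, plates sat 48 hr at 37 C. Finally Hoechst was added for 40 min before fluorescence scanning.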
# HEK293 tox: qHTS of GLP-1 Receptor Inverse Agonists: Cytotox Screen | HEK293 cAMP-luciferase reporter cells, luminescence, 24 h | Potency, µM (series often up to 38.3 µM), for the others: at the top dose activity change, negative = inhibition, actives largely listed as inhibitors | actives 0.13% (n = 410,000) | AID 624418, 2012;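 further: loss of luciferase light is scored as toxicity; potency means the concentration at half of the fitted maximal effect; on the % scale 0 is the no-effect control and ±100 the full control effect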
#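 A 23 nL compound transfer followed 12 hours of cell culture at 37 deg C; exposure then lasted 24 hr. Luciferase assay detection reagent was dispensed and plates read for luminescence after a 12 min room-temperature wait.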
# DRD3 agonist: qHTS of D3 Dopamine Receptor Agonist: qHTS. actives 0.58% (n = 410,000). max activation, %. AID 652048, 2013. D3R DiscoveRx beta-arrestin cells, luminescence, 90 min; in the data active means max activation above about 30%; further: 0% is about no effect; mostly tested at two doses, the higher about 12 µM
# Target sequence (P35462 whole entry, looked up): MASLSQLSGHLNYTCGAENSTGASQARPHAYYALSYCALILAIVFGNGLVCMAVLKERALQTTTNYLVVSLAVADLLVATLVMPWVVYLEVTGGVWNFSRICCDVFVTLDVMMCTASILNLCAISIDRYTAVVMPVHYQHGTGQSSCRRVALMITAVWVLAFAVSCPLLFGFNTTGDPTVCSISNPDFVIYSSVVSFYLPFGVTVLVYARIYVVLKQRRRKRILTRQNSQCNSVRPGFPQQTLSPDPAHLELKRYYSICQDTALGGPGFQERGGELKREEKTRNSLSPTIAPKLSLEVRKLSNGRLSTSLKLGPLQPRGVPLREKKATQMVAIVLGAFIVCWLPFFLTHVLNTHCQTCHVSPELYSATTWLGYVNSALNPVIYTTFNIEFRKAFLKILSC
#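 Agonist mode: compounds and dopamine controls were applied to plated cells for 90 min at 37 degrees C after an overnight attachment at 1500 cells/well. Luminescent read-out followed 30 - 60 minutes at room temperature with DiscoveRx detection reagent.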
# HT1080 IDH1KD tx: qHTS for induction of synthetic lethality in tumor cells producing 2HG: qHTS for the HT-1080-IDH1KD cell line; HT-1080 IDH1 knockdown viability, ATP luminescence, 48 h; Potency, µM (top dose mostly 46.1 µM), without a hit: at the top dose activity, negative = toxicity, usual class: cytotoxic; actives 2% (n = 360,000); AID 686971, 2013;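 further: potency means the concentration at half of the fitted maximal effect; 0% = DMSO wells and -100% = cell-free medium wells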
#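 HT-1080-IDH1KD cells (IDH1 knocked down), 750/well in RPMI with 5% FBS, treated with compound 48 h at 37 degrees C. Viability by CellTiter-Glo luminescence, normalised to DMSO and no-cell wells; concentration-response curves classed.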
# IL1B secr inh: qHTS for Inhibitors of Inflammasome Signaling: IL-1-beta AlphaLISA Primary Screen. actives 4.7% (n = 360,000). AID 743279, 2014. activity change, % at 57.5 µM. THP-1 LPS/ATP IL-1B secretion, AlphaLISA, 16 h; hits give low values; in the data active means activity change below about -50%; inconclusive means mostly about -30% to -49%; further: on the % scale 0 is the no-effect control and ±100 the full control effect
#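 Secreted IL-1B measured by AlphaLISA bead assay after 16 h compound exposure of THP-1 cells; compounds (final up to 57.5 uM) added 1 h before LPS (250 ng/mL) and ATP (1.25 mM) stimulation; lower signal means less secretion.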
# HT1080NT lethal: qHTS for induction of synthetic lethality in tumor cells producing 2HG: qHTS for the HT-1080-NT fibrosarcoma cell line | actives 1.6% (n = 360,000) | Potency, µM (doses to about 46.1 µM), without a hit: top-dose activity, negative = less viability, actives largely listed as cytotoxic | HT-1080-NT fibrosarcoma viability, CellTiter-Glo ATP luminescence, 48 h;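 further: NT is the 2HG producing partner of a matched IDH1 knockdown line; potency means the concentration at half of the fitted maximal effect; 0% = DMSO-treated cells and -100% = media-only wells without cells; nearly all actives have a fitted effect of over 55% in size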
#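 Read-out is CellTiter-Glo luminescence after 10 minutes at room temperature, following 48 hours' compound treatment of HT-1080-NT cells (750 cells/well, RPMI, 5% FBS, 37 degrees C).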
# MCF10A rereplic: A quantitative high throughput screen for small molecules that induce DNA re-replication in MCF 10a normal breast cells. MCF 10A DNA re-replication, Hoechst nuclear intensity, 48 h. Potency, µM (series often up to 46.1 µM), for inactives: at the highest dose activity, positive = re-replication, most hits filed as activators. actives 2.9% (n = 350,000); further: potency means the concentration at half of the fitted maximal effect; % of control where 0% means no effect; nearly all actives have a fitted effect of over 50% in size
# KB-3-1 tox: qHTS assay for MDR1-selective chemotherapeutics: Primary screen using the parental adenocarcinoma cell KB-3-1; KB-3-1 viability, CellTiter-Glo ATP luminescence, 72 h; actives 1.4% (n = 400,000); AID 1347075, 2019; Potency, µM (series often up to 46.1 µM), for the others: at the highest dose activity change, negative = cytotoxic, hits mostly cytotoxic; further: potency means the concentration at half of the fitted maximal effect; on the % scale 0 is the no-effect control and ±100 the full control effect; nearly all actives have a fitted effect of over 60% in size
#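 Here the drug-naive KB-3-1 line serves as comparator for MDR sub-line selectivity; cells received compound titrations, 72 h at 37 °C, then CellTiter-Glo readout.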
# Numbers without * were called inactive; ? = inconclusive; . = not tested or not shown; [ ] = another dose, or the depositor's remark. Unless noted, the call rests on the fitted dose curve; in most records, active means well fitted curve in the direction sought with a large enough effect; inconclusive means small, poorly fitted or top-dose-only effect, or another doubt; inactive means no such curve, though single readings can be large; an effect the other way counts as inactive or inconclusive. Rows were taken by chance; any-hit rate near 11%.
cpd | smiles | KB-V1 MDR tox | SW480 rereplic | HEK293 tox | DRD3 agonist | HT1080 IDH1KD tx | IL1B secr inh | HT1080NT lethal | MCF10A rereplic | KB-3-1 tox
1 | O=C(CN1CCN(Cc2ccccc2)CC1)N1CCCc2ccccc21 | -2% | -8% | 7% | -22 | -3% | 20 | -1% | 4% | -7%
2 | CN(C(=O)c1cccc(NC(=O)Cc2cccc(NC(=O)C3CCN(C(=O)C4CCCCC4)CC3)c2)c1)C1CCC1 | 24% | 4% | -1% | -1 | -4% | -2 | -2% | 1.2µM* | 1%
3 | CCCNC(=O)c1cc(S(=O)(=O)N2CCc3ccccc32)cn1C | ? | 5% | 2% | 1 | -12% | 37 | 3% | 1% | -10%
4 | NS(=O)(=O)c1ccc(CCNC(=O)COC(=O)Cc2ccc(Cl)cc2)cc1 | ? | . | -5% | -3 | 1% | 23 | -1% | . | 0%
5 | COc1ccc(N2CCN(C(=O)NC3CC(=O)N(c4ccc(OC)cc4)C3)CC2)cc1 (stereo unspecified) | -3% | 1% | -6% | 2 | -10% | 0 | -11% | 5% | 2%
6 | CCOC(=O)C1=C(C)NC2=C(C(=O)CCC2)C1c1ccc(N(C)C)cc1 (stereo unspecified) | -7% | 12% | -18% | -15 | 5% | -11 | 1% | 5% | 0%
7 | CC(OC(=O)CCN=C1NS(=O)(=O)c2ccccc21)C(=O)Nc1ccc(F)c(F)c1F (stereo unspecified) | ? | 20% | -2% | -4 | -4% | 0 | -2% | -5% | 0%
8 | Cc1ccc(S(=O)(=O)N(C)c2ccc(C(=O)Nc3cccnc3)cc2)cc1 | . | -3% | -20% | -1 | 0% | -3 | 0% | 6% | .
9 | COc1ccccc1CCn1cnc(Cc2ccccc2)c1C(C)C | 13µM* | . | -19% | -4 | ? | -52* | ? | . | ?
10 | O=C(CN1CCC(C(=O)O)CC1)Nc1ccccc1Oc1ccccc1 | ? | -2% | 1% | 5 | 1% | 27 | 11% | -2% | 26%
11 | COCCNc1c(-c2cc3ccc(C)c(C)c3[nH]c2=O)nc2ccccn12 | ? | 0% | -22% | 2 | 6% | -59* | 9% | -4% | 3%
12 | COc1ccc(S(=O)(=O)n2[nH]c(=O)c(CCO)c2C)cc1 | 1% | -3% | -1% | -4 | 6% | -6 | ? | 4% | 8%
13 | CCOC(=O)c1ccc(N/C(=N\S(=O)(=O)c2ccc(F)cc2F)c2ccccc2)cc1 | -6% | -3% | -3% | 1 | -1% | -5 | 1% | 2% | -4%
14 | O=C(Nc1ccccc1Cl)NC1(C(=O)N2CCCC2)CCCCC1 | 0% | 2% | -10% | 5 | 3% | -12 | 6% | 17% | -2%
15 | COc1ccc(N2CCN(S(=O)(=O)/C=C/c3ccccc3)CC2)cc1 | 1% | 0% | 2% | -6 | -5% | -23 | 2% | 3% | 6%
16 | O=C1Nc2ccccc2SC1c1ccccc1 (stereo unspecified) | -2% | -3% | 0% | 1 | 0% | -15 | 8% | 0% | 1%
17 | CC(C)(C)NC(=O)C1c2ccccc2OCC(=O)N1Cc1ccccc1 (stereo unspecified) | -33% | . | 2% | 0 | 16% | -6 | 4% | . | 10%
18 | COc1ccc(C(=O)CC2(O)C(=O)N(CCc3ccccc3)c3ccc(Br)cc32)cc1OC (stereo unspecified) | 17% | . | -14% | 12 | . | . | . | . | -4%
19 | Cc1ccc(N2CC(C(=O)OCC(=O)C(C)(C)C)CC2=O)cc1C (stereo unspecified) | 6% | -13% | 4% | 2 | 1% | 7 | 3% | -1% | 2%
20 | COc1ccc(CN=C2NN=C(c3ccccc3)CS2)cc1 | -6% | ? | -7% | 2 | 10% | 56 | 6% | ? | -2%
21 | CC(=O)NC(c1cccc([N+](=O)[O-])c1)c1c(OC(C)=O)ccc2ccccc12 (stereo unspecified) | 0% | 4% | -21% | -7 | -18% | -1 | -23% | ? | -6%
22 | O=C(C1COc2ccccc2O1)N1CCN(c2nc3c(F)cc(F)cc3s2)CC1 (stereo unspecified) | ? | 1% | -24% | 8 | 0% | -23 | 0% | 28% | 19%
23 | Oc1ccc(O)c(-c2cnns2)c1 | ? | ? | ? | -1 | -23% | ? | -25% | ? | 0%
24 | O=C(CSc1nc2[nH]ncc2c(=O)[nH]1)NCc1ccccc1Cl | 17% | -5% | 1% | 1 | 2% | -4 | -7% | -8% | 14%
25 | CCOC(=O)COc1ccc(N)cc1CC(NC(C)=O)(C(=O)OCC)C(=O)OCC | 3% | 9% | 1% | -8 | ? | 4 | 9% | 3% | 0%

# Compound profiles (already shown):
# Results for COc1ccc(N2CCN(S(=O)(=O)/C=C/c3ccccc3)CC2)cc1 = KB-V1 MDR tox = 1%; SW480 rereplic = 0%; HEK293 tox = 2%; DRD3 agonist = -6; HT1080 IDH1KD tx = -5%; IL1B secr inh = -23; HT1080NT lethal = 2%; MCF10A rereplic = 3%; KB-3-1 tox = 6%
# Results for Oc1ccc(O)c(-c2cnns2)c1 = KB-V1 MDR tox = ?; SW480 rereplic = ?; HEK293 tox = ?; DRD3 agonist = -1; HT1080 IDH1KD tx = -23%; IL1B secr inh = ?; HT1080NT lethal = -25%; MCF10A rereplic = ?; KB-3-1 tox = 0%
# Results for CC(OC(=O)CCN=C1NS(=O)(=O)c2ccccc21)C(=O)Nc1ccc(F)c(F)c1F (stereo unspecified) = KB-V1 MDR tox = ?; SW480 rereplic = 20%; HEK293 tox = -2%; DRD3 agonist = -4; HT1080 IDH1KD tx = -4%; IL1B secr inh = 0; HT1080NT lethal = -2%; MCF10A rereplic = -5%; KB-3-1 tox = 0%

# The list goes on.
cpd | smiles | KB-V1 MDR tox | SW480 rereplic | HEK293 tox | DRD3 agonist | HT1080 IDH1KD tx | IL1B secr inh | HT1080NT lethal | MCF10A rereplic | KB-3-1 tox
26 | CCN1C(=O)C(CC(=O)NC)N(NC(=O)c2ccccc2)C1=S (stereo unspecified) | -9% | -3% | 9%[1.53 µM] | 0 | 2% | 3 | 11% | 6% | -7%
27 | CCCC(=O)N1CCN(c2ccc(NC(=O)c3ccc(Br)o3)cc2)CC1 | 1% | -2% | 5% | -6 | 9% | ? | 19% | 0% | 1%
28 | COc1ccc(Cc2nnc(SC(C)C(=O)Nc3ccc(F)cc3Cl)o2)cc1 (stereo unspecified) | ? | 2% | 1% | 10 | 4% | 12 | 5% | 3% | 2%
29 | Cc1onc(-c2c(F)cccc2Cl)c1C(=O)N1CCCc2ccccc21 | ? | ? | -26% | -1 | ? | 17 | ? | ? | ?
30 | Cc1ccccc1-c1nc2ccccc2o1 | -2% | -1% | 3% | 1 | 0% | 13 | 19% | 2% | 12%
31 | O=C(Cn1cnc2c(nnn2Cc2ccc(F)cc2)c1=O)N1CCCc2ccccc21 | 16µM* | -4% | 0% | 1 | 1% | ? | 3% | 7% | 4%
32 | O=C(c1c(F)cccc1F)N1CCN(CCOc2ccccc2)CC1 | -1% | -1% | -2% | 9 | 7% | -3 | -13% | -3% | 0%
33 | COC(=O)CCN(C(=O)c1cccc([N+](=O)[O-])c1)c1ccccn1 | 25% | -11% | 2% | -12 | 5% | -2 | 4% | -2% | -1%
34 | O=S(=O)(c1cccc2nonc12)N1CCCCCC1 | 1% | -8% | 2% | 0 | 2% | 3 | 1% | 0% | 4%
35 | O=C(c1cc(N2C(=O)C3C4CCC(C4)C3C2=O)ccc1Cl)N1CCCCCC1 (stereo unspecified) | -7% | 4% | -10% | 9 | 9% | 22 | 5% | ? | -2%
36 | CC(C)C(c1nnnn1C1CCCCC1)N1CCOCC1 (stereo unspecified) | -13% | -10% | -14% | -1 | 0% | -1 | -16% | ? | 0%
37 | COCCOC(=O)CSc1ncccc1-c1nc2cc(C)c(C)cc2[nH]1 | -14% | -7% | 6% | -4 | ? | 23 | ? | 0% | 0%
38 | O=C(Cn1c(=O)ccc2cc(S(=O)(=O)N3CCCC3)ccc21)Nc1ccccc1 | 21% | . | -5% | -8 | . | . | . | . | 17%
39 | Cc1ccc(S(=O)(=O)N2CCN(S(=O)(=O)N3CCC(C)CC3)CC2)c(C)c1 | ? | 1% | -4% | -8 | 7% | -1 | 6% | -1% | -10%
40 | Cc1nc(-n2nnc3ccccc32)c2c3c(sc2n1)CCCC3 | 13µM* | 0% | 3% | 8 | ? | 2 | -1% | ? | ?
41 | Cc1cc(NC(=O)CCN2C(=O)/C(=C\c3ccccc3)SC2=S)no1 | 17% | -21% | -6% | -9 | 0% | -18 | -2% | -4% | -2%
42 | O=C(CSc1nnc(-c2cccnc2)n1Cc1ccco1)Nc1nc(-c2ccc(F)cc2)cs1 | ? | 12% | -13% | 1 | ? | -13 | -11% | ? | -15%
43 | CCOc1ccc(S(=O)(=O)Nc2ccc(-c3ccc(OC)nn3)cc2)cc1 | 14% | . | -11% | -13 | . | . | . | . | -12%
44 | Cc1ccc(NC(=O)c2cc(C(C)(C)C)nn2Cc2ccccc2)cc1 | ? | -4%[9.22 µM] | -20% | 17 | ? | -81* | ? | ? | ?
45 | Cc1ccccc1NC(=O)Cn1nc(C)n2cccc2c1=O | -5% | -1% | -25% | 8 | 7% | -12 | -1% | 9% | 1%

# Look-ups from above.
# MCF10A rereplic result of compound 39 reads -1%
# MCF10A rereplic result of compound 32 reads -3%

# Values by screen from above:
# Nos. 29–34 in HT1080 IDH1KD tx, in turn: ?, 0%, 1%, 7%, 5%, 2%
